Assay outcomes: PubChem BioAssay, Sanford-Burnham Center for Chemical Genomics
UBC13 polyUb – human UBC13 polyubiquitination inhibition. inhibition, % at 20 µM. AID 485273. 330,000 compounds, 0.47% hits. UBC13 polyubiquitin chain formation, TR-FRET; in the data active means inhibition above about 45%, passing the limit was not always enough
Target sequence (P61088 whole entry, looked up): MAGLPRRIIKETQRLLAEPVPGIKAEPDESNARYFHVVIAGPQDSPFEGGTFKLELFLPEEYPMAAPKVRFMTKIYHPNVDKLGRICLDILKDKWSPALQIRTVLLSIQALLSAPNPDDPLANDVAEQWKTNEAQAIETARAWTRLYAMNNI
CCR6 antagonist – CCR6 (human) receptor antagonism; 340,000 compounds, 0.49% hits; inhibition, % at 20 µM; AID 493098; CHO-K1 CCR6 PathHunter beta-arrestin, luminescence, CCL20-stimulated; P51684;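 active means compounds whose inhibition of the agonist-driven luminescence signal at 20 µM reaches about 50%, limit read from the data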;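 further: cells stimulated with CCL20 at 14 nM final; plate controls were DMSO with CCL20 for no effect and DMSO without agonist for full effect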
Target sequence (P51684 whole entry, looked up): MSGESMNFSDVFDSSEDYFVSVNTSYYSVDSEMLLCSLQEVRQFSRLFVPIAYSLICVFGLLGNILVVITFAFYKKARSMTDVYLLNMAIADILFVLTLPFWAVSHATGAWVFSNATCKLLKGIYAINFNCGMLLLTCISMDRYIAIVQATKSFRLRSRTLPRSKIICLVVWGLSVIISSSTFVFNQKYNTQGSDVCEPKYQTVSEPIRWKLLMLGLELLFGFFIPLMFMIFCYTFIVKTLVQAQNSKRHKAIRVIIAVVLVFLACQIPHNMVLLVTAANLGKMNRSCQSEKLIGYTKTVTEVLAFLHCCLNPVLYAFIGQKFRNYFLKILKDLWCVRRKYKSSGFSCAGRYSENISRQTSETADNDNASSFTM
Gli-Sufu antag – blocks Gli-Sufu signaling in a luciferase reporter; Sufu-KO-LIGHT fibroblasts, Gli luciferase reporter luminescence; inhibition, % at 5 µM; 340,000 compounds, 0.74% hits; AID 588413;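 active means inhibition above about 55%, limit read from the data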;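 further: 0% = DMSO-treated cells and 100% = wells with medium but no cells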
Jurkat NFkB inh – lowers PMA/ionomycin-induced NF-kB signal in Jurkat cells | PMA/ionomycin-induced NF-kB luciferase reporter, luminescence | 330,000 compounds, 0.53% hits | inhibition, % at 4 µM | AID 435003; in the data active means inhibition above about 50%
CXCR6 inh – CXCR6 (human) receptor inhibition | O00574 | CHO-K1 PathHunter CXCR6 beta-arrestin, luminescence | inhibition, % at 20 µM | 360,000 compounds, 0.36% hits | AID 602244; in the data active means inhibition above about 34%, passing the limit was not always enough;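 further: antagonist mode with CXCL16 agonist at 10 nM final; 0% = 10 nM CXCL16 with DMSO and 100% = unstimulated wells without agonist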
697 NFkB inh – lowers PMA/ionomycin-induced NF-kB signal in 697 B cells | inhibition, % at 4 µM | 697 B-cell NF-kB luciferase reporter, 16 h | 330,000 compounds, 0.33% hits; in the data active means inhibition above about 35%
EBI2 antag – EBI2 (human) antagonism | P32249 | EBI2 beta-arrestin recruitment, luminescence, 7a,25-OHC stimulated | inhibition, % at 5 µM | 360,000 compounds, 0.81% hits | AID 651636; in the data active means inhibition above about 38%;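 further: enzyme fragment complementation signal reports receptor beta-arrestin coupling in cells; 0% = agonist plus DMSO wells and 100% = wells without agonist; some results beyond the cut were filed as inactive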
APJ antagonist – antagonists of human APJ apelin receptor; 330,000 compounds, 0.32% hits; inhibition, % at 20 µM; CHO-K1 APJ beta-arrestin complementation, luminescence;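 active means inhibition above about 40% at 20 µM, limit read from the data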;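 further: cells challenged with 10 nM apelin-13 agonist together with compound; plate controls were apelin-13 plus DMSO wells for no effect and DMSO wells lacking apelin-13 for full effect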
Target sequence (P35414 whole entry, looked up): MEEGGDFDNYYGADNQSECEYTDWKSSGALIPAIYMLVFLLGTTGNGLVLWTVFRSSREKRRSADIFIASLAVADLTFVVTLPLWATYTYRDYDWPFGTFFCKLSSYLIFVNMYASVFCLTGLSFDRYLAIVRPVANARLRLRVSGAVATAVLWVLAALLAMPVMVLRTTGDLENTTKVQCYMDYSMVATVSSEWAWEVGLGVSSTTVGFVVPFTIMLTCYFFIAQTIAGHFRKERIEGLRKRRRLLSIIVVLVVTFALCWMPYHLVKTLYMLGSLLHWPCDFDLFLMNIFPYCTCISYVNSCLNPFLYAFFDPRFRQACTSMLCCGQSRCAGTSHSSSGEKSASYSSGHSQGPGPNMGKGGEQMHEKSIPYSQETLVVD
* hit, by the source's call; . = no result given; & = joins results of further samples.

SMILES	UBC13 polyUb	CCR6 antagonist	Gli-Sufu antag	Jurkat NFkB inh	CXCR6 inh	697 NFkB inh	EBI2 antag	APJ antagonist
c1ccc(Cn2c(NCc3ccncc3)nc3ccccc32)cc1	12	-2	2	8	4	7	-11	-4
COc1cc(OC)cc(C(=O)N2CC(=O)Nc3ccccc32)c1	-5	12	55	49	4	-15	-6	9
CCOc1cc(-c2c(C)c(C)nc(N)c2C#N)ccc1O	-3	-20	1	-5	-8	15	9	-16
COc1ccc(CC(=O)NCc2ccccn2)cc1OC	1	7	6	-6	-6	12	-6	2
CN1CCN(c2ccc(Cl)cc2NS(=O)(=O)c2ccccc2Cl)CC1	7	6	4	-3	-3	11	3	4
O=C(NCCN1CCOCC1)C1CCN(Cc2ccccc2O)CC1	4	-2	-1	5	-9	1	2	-6
c1ccc(Nc2ccnc(Nc3ccccc3)n2)cc1	26	-4	-4	-116	-12	-153	6	-6
CC1(O)N(Cc2ccccc2)C(=O)OC12CCCCC2 (centres undefined)	2	5	-31	5	2	-4	-8	-6
Cc1nc2ncnn2c(C)c1CCC(=O)N1CCN(C(=O)c2ccco2)CC1	7	12	0	-1	8	8	-14	0
CC(C)(CO)NC(=O)c1ccc2nc(Cc3cccc(Cl)c3)oc2c1	4	-1	-2	-30	6	-44	2	5
COc1ccc(/C=N/NC(=O)c2cccc(NC(C)=O)c2)c(C(=O)O)c1OC	-17	2	-5	-10	2	-7	-2	7
Cc1cccc(NC(=O)[C@H](Cc2ccccc2)NC(=O)[C@@H]2Cc3ccccc3CN2)c1	4	3	-46	-6	1	-10	3	15
CCN(CCNC(=O)CN(C)S(=O)(=O)c1cccc2nsnc12)c1ccccc1	-7	10	3	-1	4	-14	3	8
CCc1ccc(NC(=O)c2ccc3c(=O)n4c(nc3c2)CCCCC4)cc1	-2	11	-16	-5	-6	5	14	3
CCCn1c(=O)c2sccc2n2c(CCCC(=O)NCc3cccnc3)nnc12	-9	-2	-5	8	-7	-5	5	10
COc1ccccc1/C=N/NC(=O)NC12CC3CC(CC(C3)C1)C2	5	9	-34	-25	-6	-6	47*	-36
COc1ccc(Cn2nnnc2C(c2cccs2)N2CCSCC2)cc1 (centres undefined)	10	7	21	4	4	16	7	10
COc1cc(C(=O)NCCC(C)C)ccc1OCc1ccc(Cl)cc1Cl	7	21	10	5	16	14	28	0
Cc1cccc(C)c1NC(=O)CN(C)C(=O)c1ccc(-c2cccc(C(F)(F)F)c2)o1	4	6	-22	-2	5	16	4	-3
Cc1c(C)c2c(OCC(=O)NCC(O)c3ccccc3)cc3c(c2oc1=O)CCC(C)(C)O3 (centres undefined)	24	7	4	7	2	0	28	0
C=CCNC(=S)Nc1nc2c(cc1C(=O)OCC)CCCC2	4	13	-17	0	4	-29	-7	-2
CCC1=NN(C(=O)Cc2ccc([N+](=O)[O-])cc2)C(O)(c2ccncc2)C1 (centres undefined)	-17	9	-10	-15	3	-20	-20	1
CCOc1ccc(/C=N/NC(=O)c2ccc(CSc3nc4ccccc4[nH]3)cc2)cc1	-30	-5	2	-18	12	-21	12	-9
O=C(CSCc1ccccc1)Nc1ccccc1C(=O)Nc1ccc(C(=O)O)cc1	-7	8	-14	4	0	-2	3	9
CSc1nc(SCC(N)=O)c2c3c(sc2n1)CN(C)CC3	9	-46	99*	-9	2	-13	4	5
CC(C)CC(NC(=O)C(NC(=O)C1OC2OC(C)(C)OC2C2OC(C)(C)OC12)C(C)C)C(=O)O (centres undefined)	-3	-7	-1	-7	-7	-13	-5	-6
CC(C)C(=O)NC(=S)Nc1ccccc1C(F)(F)F	0	9	0	-15	-1	1	2	0
C/C=C\C=C/C(=O)Nc1cccc(C2=NOC3(C2)C[C@@H](C(N)=O)N(C(=O)c2ccc(Cl)cc2)C3)c1 (some centres undefined)	-27	-5	0	8	2	-13	1	-10
CC(=O)Nc1ccc(S(=O)(=O)Nc2cc(S(=O)(=O)N3CCCCC3)ccc2O)cc1	-13	0	-7	12	-3	15	-1	12
O=C(NC(=S)N1CCCc2ccccc21)c1ccc(Br)cc1	8	6	-5	-29	-5	-6	7	-5
COc1ccc(S(=O)(=O)N2CCN(C(=O)c3ccc(=O)[nH]n3)CC2)cc1OC	-3	-2	-10	4	2	1	2	4
Cc1cc(Br)ccc1NC(=O)C(C)c1ccc([N+](=O)[O-])cc1 (centres undefined)	11	16	0	5	3	5	9	11
CCOC(=O)C1=C(CS(=O)(=O)c2ccccc2)NC(=O)NC1c1ccccc1 (centres undefined)	-4	13	-4	-23	0	-32	-15	7
O=C(/C=C/c1cn(CC(O)CN2CCCCC2)c2ccccc12)c1ccccc1 (centres undefined)	.	14	-17	.	0	.	-18	.
Cc1noc(C)c1-c1nc(CSc2ccc(Cl)cc2)no1	5	14	1	2	-4	-4	6	14
COc1ccc(CN2CCC(C(=O)NCCc3ccc(OC)c(OC)c3)CC2)c(OC)c1	2	-4	5	4	3	10	-3	1
Cc1ccc(-c2nc3ccccc3[nH]2)cc1NC(=O)c1ccco1	6	1	3	-27	-4	5	0	6
CCC[C@@H](NS(=O)(=O)c1ccc(C)cc1)C(=O)Oc1ccc2c3c(c(=O)oc2c1)CCC3	17	-32	-2	-15	-11	14	10	-5
COc1ccc(S(=O)(=O)N2CCN(C(=O)c3cccs3)CC2)cc1	4	-1	-4	4	2	24	0	17
Cc1cc(C)nc(N2C(=O)CC(C(=O)O)NC2=NCCc2c[nH]c3ccccc23)n1 (centres undefined)	11	-17	-5	12	-17	14	-1	23
CCCNC(=O)c1ccc(CN2CCc3ccccc3C2)cc1	-6	4	-1	0	1	-16	-5	-27
COc1ccc(-n2c(C)cc(/C=N/Nc3nnc(C)n3N)c2C)cc1	-7	2	-10	11	-12	26	5	-43
CCCC1C2CN(C(C)=O)CC=C2C(C#N)=C(N)C1(C#N)C#N (centres undefined)	1	18	7	11	5	-6	12	15
CC1CCC(NC(=O)Cn2cc3c(n2)CCCC3)CC1 (centres undefined)	1	1	-68	-85	12	-78	-5	4
COc1ccc(OC)c(-c2csc(NC(=O)C3=COCCO3)n2)c1	-2	2	34	14	4	-3	6	8
COc1ccc(-n2nc(C(=O)NCC(=O)NCCN(C)C)c3ccccc3c2=O)cc1	4	7	3	-18	-1	11	0	1
COc1ccc(NC(=O)Nc2ccc(OC)cc2)cc1	-6	-3	-49	-40	-6	-33	2	3
O=C(CCC(=O)N1CCCCCC1)Nc1ccc([N+](=O)[O-])cc1	-14	0	-2	6	6	-13	13	-1
Cc1ccc(-n2nc3c(SCCN4CCOCC4)nnc(C)c3c2C)cc1	-2	2	13	30	-1	-1	-9	14
COc1ccc(C(=O)NCCSCc2ccccc2)cc1OC	0	-5	0	-46	-1	-36	10	-36
O=C(C[n+]1ccc2c(c1)nnn2-c1ccccc1)c1ccc(Cl)cc1	-10	10	-1	2	3	3	0	11
COC(=O)NCc1cc2cc(Cl)ccc2[nH]1	9	-2	22	10	-4	5	-8	11
Cc1ccc(OCC(=O)Nc2ccc(F)cc2)c([N+](=O)[O-])n1	2	10	-41	-38	2	0	-9	-10
O=C1c2ccccc2-c2onc3ccc(Oc4ccccc4)c1c23	-62	42	-7	49	41*	-59	-17	-6
COc1cccc(NC(=O)CCc2nc(-c3cccs3)no2)c1	10	1	-10	3	-2	5	-10	1
COc1cc(C(=O)Nc2ccc(NC(=O)C3CC3)nc2)cc(OC)c1OC	-17	-20	-2	7	-1	-15	8	22
CCCc1cc(=O)[nH]c(SCC(=O)N2c3ccccc3CC2C)n1 (centres undefined)	-20	1	0	-37	-5	-4	-1	5
CCOC(=O)c1cc2c(=O)n3cccc(C)c3nc2n(Cc2ccco2)c1=NC(=O)c1ccccc1	-2	24&5	1&7	-4	9&6	-25	2&3	11
Cn1c(-c2ccc(F)cc2)cnc1NCc1ccccc1F	0	30	2	1	25	-10	4	24
CN(C)C(CNC(=O)c1cc(S(=O)(=O)N(C)Cc2ccccc2)ccc1Cl)c1ccco1 (centres undefined)	9	2	19	9	-8	4	-1	6

15 compounds already listed, arranged by SMILES length, low to high.
SMILES	UBC13 polyUb	CCR6 antagonist	Gli-Sufu antag	Jurkat NFkB inh	CXCR6 inh	697 NFkB inh	EBI2 antag	APJ antagonist
COC(=O)NCc1cc2cc(Cl)ccc2[nH]1	9	-2	22	10	-4	5	-8	11
COc1ccc(NC(=O)Nc2ccc(OC)cc2)cc1	-6	-3	-49	-40	-6	-33	2	3
COc1ccc(C(=O)NCCSCc2ccccc2)cc1OC	0	-5	0	-46	-1	-36	10	-36
CC1CCC(NC(=O)Cn2cc3c(n2)CCCC3)CC1 (centres undefined)	1	1	-68	-85	12	-78	-5	4
CCCNC(=O)c1ccc(CN2CCc3ccccc3C2)cc1	-6	4	-1	0	1	-16	-5	-27
COc1cccc(NC(=O)CCc2nc(-c3cccs3)no2)c1	10	1	-10	3	-2	5	-10	1
O=C1c2ccccc2-c2onc3ccc(Oc4ccccc4)c1c23	-62	42	-7	49	41*	-59	-17	-6
CCCc1cc(=O)[nH]c(SCC(=O)N2c3ccccc3CC2C)n1 (centres undefined)	-20	1	0	-37	-5	-4	-1	5
Cc1ccc(-n2nc3c(SCCN4CCOCC4)nnc(C)c3c2C)cc1	-2	2	13	30	-1	-1	-9	14
CCCC1C2CN(C(C)=O)CC=C2C(C#N)=C(N)C1(C#N)C#N (centres undefined)	1	18	7	11	5	-6	12	15
O=C(CCC(=O)N1CCCCCC1)Nc1ccc([N+](=O)[O-])cc1	-14	0	-2	6	6	-13	13	-1
O=C(C[n+]1ccc2c(c1)nnn2-c1ccccc1)c1ccc(Cl)cc1	-10	10	-1	2	3	3	0	11
COc1ccc(-n2nc(C(=O)NCC(=O)NCCN(C)C)c3ccccc3c2=O)cc1	4	7	3	-18	-1	11	0	1
CN(C)C(CNC(=O)c1cc(S(=O)(=O)N(C)Cc2ccccc2)ccc1Cl)c1ccco1 (centres undefined)	9	2	19	9	-8	4	-1	6
CCOC(=O)c1cc2c(=O)n3cccc(C)c3nc2n(Cc2ccco2)c1=NC(=O)c1ccccc1	-2	24&5	1&7	-4	9&6	-25	2&3	11

Remaining list, next part:
SMILES	UBC13 polyUb	CCR6 antagonist	Gli-Sufu antag	Jurkat NFkB inh	CXCR6 inh	697 NFkB inh	EBI2 antag	APJ antagonist
c1ccc2c(c1)CNC1(CCCCC1)C2	9	-6	5	3	10	13	5	3
O=C(Nc1ccncc1)c1ccc(Cl)cc1	1	5	9	-4	-11	7	-11	5
Cc1cccnc1NC(=O)C1COc2ccccc2O1 (centres undefined)	8	3	-4	3	6	13	-6	-9
CC1=CC(=C(C#N)C#N)C=C(C)N1CCC(C)C	0	16	-2	15	1	1	9	12
CCOc1ccc(C(=O)N[C@H](C(=O)Nc2ccc(S(=O)(=O)Nc3nccs3)cc2)C(C)C)cc1	-11	-1	-5	2	10	9	4	12
CC(C)CN(C(=O)CSc1nnc(-c2ccco2)o1)c1c(N)n(Cc2ccccc2)c(=O)[nH]c1=O	-7	2	2	-4	5	17	2	19
COc1cc(-c2n[nH]c(=O)o2)cc(OC)c1OC	1	5	-4	-12	-3	18	-4	-13
Cc1cc2c(cc1S(=O)(=O)NCc1ccc(N(C)C)cc1)OCC(=O)N2	0	-4	0	-9	0	-2	-3	-6
O=C1CCN(Cc2ccccc2)CCN1CCOc1ccccc1	6	2	-32	-33	-23	-31	5	2

An unsorted share of the library; any-hit rate near 3%.
